SR-BI DiI-HDL act – activators of SR-BI mediated DiI-HDL uptake, primary screen, ldlA[mSR-BI] CHO cells, DiI fluorescence. 3 h; 100 = double the neutral-control signal. activation, % at 12.5 µM. actives 0.096% (n = 320,000);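 active = mean replicate activation of at least 60% and every replicate at or above 60%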;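 also: 0% = median plate neutral-control signal and 100% = twice that signal; values of inactives mirror those of a sister screen read the other way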
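material = CHO ldlA[mSR-BI] cells | medium = Ham's F12 with 0.5% BSA, HEPES 25 mM, pH 7.4 | reagent = fluorescent DiI-HDL, 10 µg/mL final | compound dosing = single-point compound dose | incubation = 3 h, 37 °C | measured by = bottom-read fluorescence, 550/595 nm | measure = HDL uptake via cellular fluorescence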
Cardiac RTF inh – cardiac RTF calcium sensitivity inhibitors, primary screen, biochemical, IANBD-TnC fluorescence, EC70 calcium. Troponin I, cardiac muscle (Homo sapiens) + Troponin T, cardiac muscle (Homo sapiens) + …. IANBD-labeled cardiac RTF, Ca2+ fluorescence. inhibition, % at 7.15 µM. actives 0.12% (n = 340,000). AID 493244, 2011;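 active = inhibition above the mean inhibition of all tested compounds plus 3 SD, cut at about 17% in these data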;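 also: assay run at fixed EC70 calcium of 1.6 mM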
PKA-R2B act – activators of PKA-R2B holoenzyme, primary screen, biochemical, fluorescence polarization, Cy5-IP20, human | cAMP-dependent protein kinase catalytic subunit beta (Homo sapiens) + cAMP-dependent … | PKA-R2B holoenzyme dissociation; R2B truncated from residue 108, S112A mutant; 0% DMSO only, 100% 113 µM cGMP | activation, % at 11.4 µM | actives 0.079% (n = 340,000) | AID 504700, 2011;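 active = activation above a cutoff set at the mean over all compounds plus 3 SD, cut at about 18% in these data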;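 also: higher means more holoenzyme dissociation and a rise in polarization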
Target sequence (P31323 whole entry, looked up, other chains not shown, the tested form may be a part): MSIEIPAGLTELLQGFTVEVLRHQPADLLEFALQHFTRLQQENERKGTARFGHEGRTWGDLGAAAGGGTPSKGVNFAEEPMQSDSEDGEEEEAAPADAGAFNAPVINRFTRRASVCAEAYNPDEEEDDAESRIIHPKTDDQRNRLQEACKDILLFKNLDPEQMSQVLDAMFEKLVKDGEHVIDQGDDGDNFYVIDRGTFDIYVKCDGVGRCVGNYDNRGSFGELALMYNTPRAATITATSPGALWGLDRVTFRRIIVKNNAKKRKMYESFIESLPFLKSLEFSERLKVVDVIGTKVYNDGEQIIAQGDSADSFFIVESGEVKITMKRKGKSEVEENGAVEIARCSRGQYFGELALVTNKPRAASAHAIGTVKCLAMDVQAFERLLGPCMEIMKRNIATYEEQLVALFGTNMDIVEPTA
Rtt109 HAT inh – inhibitors of C. albicans Rtt109/Vps75 HAT, primary screen, biochemical, ThioGlo CoA-SH fluorescence, plate reader. actives 0.16% (n = 330,000). inhibition, % at 34.9 µM. purified Rtt109/Vps75, 4 h. AID 540336, 2011. Histone acetyltransferase RTT109 (Candida albicans (strain SC5314 / ATCC MYA-2876)), …;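 active = inhibition of at least 50% in every replicate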
CAL PDZ FP-1 – untagged CAL PDZ binding inhibitors, primary screen, biochemical, fluorescence polarization, HTS | purified CAL PDZ, TMR-peptide fluorescence polarization, 1 h | inhibition, % at 24.9 µM | actives 0.92% (n = 300,000) | AID 602252, 2012;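 active = mean inhibition of at least 30% with at least half of replicates also reaching 30%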;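 also: 0% = DMSO neutral control and 100% = excess unlabeled competitor peptide PRC23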
C-LANA FP – inhibitors of KSHV C-LANA binding to DNA, primary screen, biochemical, fluorescence polarization, FAM-LBS DNA, MBP-C-LANA, single point. inhibition, % at 9 µM. actives 0.078% (n = 340,000). AID 504423, 2011;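 active = highest replicate inhibition at or above 60% at 9 µM, even if other replicates fall short; inactive = all replicates below 60% inhibition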;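 also: 0% = neutral control wells and 100% = 4 µM acridine orange control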
DAGLB inhibitor – DAGLB lipase inhibitors, primary screen, biochemical, fluorescence, HTS. HEK293T DAGLB membrane lysate, EnzChek fluorogenic substrate. inhibition, % at 5.17 µM. actives 0.059% (n = 340,000); in the data active = inhibition above about 34%;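 also: 0% = enzyme with vehicle and 100% = wells lacking enzyme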
RTF Ca sens act – cardiac RTF calcium sensitivity activators, primary screen, biochemical, IANBD-TnC fluorescence, EC20 calcium; IANBD-labeled TnC RTF fluorescence at EC20 calcium; 0% EC20 calcium, 100% full calcium; activation, % at 7.2 µM; Troponin I, cardiac muscle (Homo sapiens) + Troponin T, cardiac muscle (Homo sapiens) + …; actives 0.24% (n = 340,000); AID 493008, 2010;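 active = activation above the mean over all tested compounds plus 3 SD, cut at about 30% in these data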;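 also: rise in fluorescence read as greater calcium sensitivity of cardiac thin filaments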
CAL PDZ FP-2 – CAL PDZ peptide-binding inhibitors, primary screen, biochemical, fluorescence polarization, Cer-tagged CAL PDZ, HTS | Golgi-associated PDZ and coiled-coil motif-containing protein (Homo sapiens), Q9HD26 | purified CAL PDZ, TMR-peptide fluorescence polarization, 1 h | inhibition, % at 20 µM | actives 0.02% (n = 330,000) | AID 504414, 2011;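 active = highest replicate inhibition of at least 40%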;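 also: plate controls were DMSO neutral control wells for no effect and unlabeled competitor peptide control wells for full effect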
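System: purified tagged CAL PDZ domain construct (CerCALP). Schedule: 1 h incubation at room temperature before polarization reading. Medium: 25 mM sodium phosphate pH 7.4, 150 mM NaCl, TCEP, IgG, Thesit. Read-out: percent inhibition from loss of millipolarization. Measured by: FP readout, S and P plane fluorescence. Probe or stimulus: fluorescent TMR peptide probe.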
Keap1 Nrf2 FP – Keap1-Nrf2 protein-protein interaction inhibitors, primary screen, biochemical, fluorescence polarization, single point. Keap1 Kelch-Nrf2 peptide fluorescence polarization, 1536-well. inhibition, % at 9.4 µM. actives 0.15% (n = 340,000). AID 504523, 2011; in the data active = inhibition above about 12%;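 also: human Keap1 Kelch domain with fluorescein labeled Nrf2 9mer peptide probe; 0% = neutral control wells and 100% = peptide positive control; higher means more block of Keap1 binding to Nrf2 peptide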
Target sequence (Q14145 whole entry, looked up, the tested form may be a part): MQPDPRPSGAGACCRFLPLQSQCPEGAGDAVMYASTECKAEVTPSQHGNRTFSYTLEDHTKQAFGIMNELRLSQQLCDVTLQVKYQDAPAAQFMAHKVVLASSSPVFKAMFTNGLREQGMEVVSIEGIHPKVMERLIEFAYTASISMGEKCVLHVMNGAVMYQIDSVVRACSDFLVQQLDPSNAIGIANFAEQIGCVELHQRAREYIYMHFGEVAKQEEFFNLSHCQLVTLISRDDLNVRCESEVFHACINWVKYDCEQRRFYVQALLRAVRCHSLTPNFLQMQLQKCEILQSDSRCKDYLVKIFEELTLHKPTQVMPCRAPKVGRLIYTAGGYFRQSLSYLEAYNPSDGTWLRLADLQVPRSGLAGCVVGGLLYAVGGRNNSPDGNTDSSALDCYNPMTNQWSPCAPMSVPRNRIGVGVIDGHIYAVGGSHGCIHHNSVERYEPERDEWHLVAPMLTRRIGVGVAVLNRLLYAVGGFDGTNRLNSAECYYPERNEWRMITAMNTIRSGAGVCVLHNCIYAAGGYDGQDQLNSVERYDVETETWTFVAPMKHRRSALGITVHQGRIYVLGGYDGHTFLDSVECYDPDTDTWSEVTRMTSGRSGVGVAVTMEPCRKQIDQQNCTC
Starred values were filed as active, the others as inactive; . = not tested or not shown. Rows are unselected, and some 1.6% of all compounds hit somewhere here.

The line under a structure holds: SR-BI DiI-HDL act, Cardiac RTF inh, PKA-R2B act, Rtt109 HAT inh, CAL PDZ FP-1, C-LANA FP, DAGLB inhibitor, RTF Ca sens act, CAL PDZ FP-2, Keap1 Nrf2 FP
[1] CN(C)Cc1nc2ccccc2c(=O)n1CC#N
 : 16, -3, -5, 0, ., 0.6, -1, 1, 2.0, -2
[2] CC(=O)NC(Cc1ccccc1)C(=O)NC1CCN(C(=O)c2ccc([N+](=O)[O-])cc2)CC1 (centres undefined)
 : -5, 6, 9, ., 0, 0.8, 3, -4, -2.7, 2
[3] Cc1c(-c2ccccc2)[n+](=O)c2c(n1[O-])CCC2
 : 27, -5, -3, -10, 2, -0.4, 0, -5, 0.5, -1
[4] CCOC(=O)c1c(NC(=S)NCCc2ccccc2)sc2c1CC(C(C)C)OC2 (centres undefined)
 : 5, -7, 1, 5, -3, 1.0, -2, 6, -0.6, 3
[5] O=C(CSc1nnc(C2CC2)n1C1CC1)Nc1cccc(Br)c1
 : -17, 4, -2, 1, -2, 0.4, -4, -7, 0.1, 2
[6] COc1ccc(CCNC(=O)CSc2nnnn2-c2ccccc2OC)cc1OC
 : -23, 1, -12, -4, ., -0.8, 0, 6, -0.3, -1
[7] COc1ccc(OC)c(NC(=O)c2ccc(NC3=NC4CS(=O)(=O)CC4S3)cc2)c1 (centres undefined)
 : -11, -10, 0, 8, -5, 1.9, 4, 4, -0.5, -2
[8] COc1cc2c(cc1Cl)C(=O)C(F)(c1ccccc1)C(=O)N2 (centres undefined)
 : -4, -5, -5, -5, 0, -0.2, 0, -3, -1.7, -3
[9] Cc1cccc(C(=O)Nc2cccc(C(=O)N/N=C/c3ccncc3)c2)c1
 : -11, 0, -5, 1, -1, 0.5, -2, -3, -4.8, 0
[10] O=C1NC2(CCCCC2)N=C1c1ccc(Br)cc1
 : 14, -10, 3, -14, -6, 0.1, -2, -3, -0.2, 6
[11] COCCn1c(N)c(C(=S)NC(=O)c2cccs2)c(=O)[nH]c1=O
 : ., -5, -5, -6, -3, -2.5, 1, 0, -1.6, -6
[12] CCOC(=O)c1cc(-c2ccccc2)sc1NC(=O)CSc1nncs1
 : -6, 3, -1, 2, 1, 0.2, -8, -3, -0.5, -1
[13] CC1=C(C#N)C(Nc2ccc(Cl)cn2)(C(F)(F)F)C(=O)N1 (centres undefined)
 : -1, -5, -5, 8, -2, 1.0, -1, 0, 23, -2
[14] CC(OC(=O)CSc1ccc([N+](=O)[O-])cc1)C(=O)NC1CC1 (centres undefined)
 : 1, 1, 6, 4, -4, 1.5, -5, -5, -1.3, -3
[15] CCCCCCCCCCCCN1[C@@H](CC(=O)OC)c2cc(C(F)(F)F)ccc2S1(=O)=O
 : 6, 2, -9, 0, -1, 1.6, -3, -1, -1.1, 2
[16] Cc1cc(C)n(C(=O)c2ccc(C)c(S(=O)(=O)N3CCCCC3)c2)n1
 : -22, -8, -1, 0, 1, -1.0, -7, -1, -1.3, 0
[17] CCCN(CCC)CCNS(=O)(=O)c1ccc2c(c1)CCN2C(=O)C1CCC1
 : 11, 3, -11, 0, 0, -0.7, 0, 0, -2.9, 1
[18] O=C(Nc1ccc(Oc2cccnc2)cc1)C1CCN(Cc2ccc(F)cc2)CC1
 : -3, -1, -1, 6, -3, -0.9, -8, -1, -2.8, -6
[19] COC(=O)CS(=O)(=O)c1cc([N+](=O)[O-])ccc1NC(=O)OC
 : 29, -6, -2, ., 0, 0.8, 1, 9, -1.4, -2
[20] Cc1cccc(OCc2nn[nH]n2)c1C
 : 11, 6, -4, -5, 0, 2.3, 0, 165*, -0.2, -2
[21] O=C1c2cccc3cccc(c23)C(=O)N1c1ccccn1
 : 15, -7, -10, 1, -3, 1.1, 1, 7, -3.4, -7
[22] CC1(C)CC(NC(=O)COc2ccc3c4c(c(=O)oc3c2)CCCC4)CC(C)(C)N1
 : 10, -3, 0, 10, -5, -1.3, 3, -2, -3.0, -3
[23] O=c1[nH]c(C2CCCN(S(=O)(=O)c3ccccc3Cl)C2)nc2c1nnn2Cc1ccc2c(c1)OCCO2 (centres undefined)
 : 29, -2, -8, -7, -3, -0.6, 8, 0, -3.7, -5
[24] CSc1ncccc1C(=O)OCc1ccccc1F
 : -14, -3, -9, 4, -3, 1.3, -6, -2, -0.6, -4
[25] O=C(c1ccccn1)N(c1ccccc1)C1(C(=O)NC2CCCCC2)CCCCC1
 : 30, -9, -20, -5, 5, -0.7, -2, -3, 0.4, -4
[26] C=CCc1cccc2cc(C(=O)Nc3ccc(NC(C)=O)cc3)c(=O)oc12
 : -27, -6, 1, -1, -22, -1.2, 0, -2, 0.9, 0
[27] O=[N+]([O-])c1ncccc1OCc1ccc(Br)cc1F
 : ., -32, 4, 0, -3, -1.4, 0, -1, -2.1, -1
[28] CC(=O)Nc1ccc(S(=O)(=O)N2CCN=C2SCc2cccc(C)c2)cc1
 : 22, -7, -2, 2, ., -0.3, -1, 0, -1.4, 4
[29] O=C(CCCc1ccccc1)NCc1cn2ccsc2n1
 : 15, -1, 1, 1, -2, -0.9, 3, 2, 0.2, -5
[30] Nc1nc(Nc2ccc(Cl)cc2)nc(NCc2ccco2)c1[N+](=O)[O-]
 : -25, -4, -5, -5, -3, 1.4, -1, -2, 0.3, -4
[31] Cc1ccc(S(=O)(=O)CC(=O)N(CCCN2CCOCC2)c2nc3c(F)cccc3s2)cc1
 : 12, 1, 1, 1, -1, -0.8, -2, 1, -2.2, -2
[32] COCCn1c(C23CC4CC(CC(C4)C2)C3)n[nH]c1=S
 : 3, -7, -7, 3, -5, 6.2, 4, -3, -1.4, 4
[33] COc1cc(C(=O)NNC(=O)c2n[nH]c3ccccc23)cc(OC)c1OC
 : -13, -3, -9, 2, 7, 0.0, -2, -6, -1.1, -6
[34] CCCn1c(=S)[nH]c2cc(C(=O)N3CCN(C4CCCCC4)CC3)ccc2c1=O
 : -6, -7, -2, 6, -3, -0.3, 1, 0, -0.1, -3
[35] CC1(C)CC(=O)C2=C(C1)c1c(ccc3ccccc13)NC2c1ccc(C(=O)O)cc1 (centres undefined)
 : 2, -4, -1, 3, 2, 1.1, 1, -7, -0.9, -3
[36] CCOC(=O)CSc1nc(-c2ccccc2)nc2ccccc12
 : -8, -9, 3, 2, ., 1.3, -8, -4, -2.0, 2
[37] CC(C)(CO)Nc1nc(Cl)nc(NC2CCCCC2)n1
 : 6, -3, -4, 0, -2, 0.2, 0, 4, 0.3, -1
[38] O=C(COC(=O)COc1ccccc1F)NC1CC1
 : 9, -2, -6, -1, 2, -0.9, -2, -4, -0.4, 2
[39] O=C(NC1CCCC1)c1ccccc1-c1nc2ccccc2[nH]1
 : -8, -10, 11, -5, -4, -0.5, -1, -3, 0.0, -3
[40] CCOc1ccccc1-c1n[nH]c(=S)o1
 : -2, -3, 10, 19, -2, 1.9, 0, -1, -1.8, -3
[41] O=C(c1cnn(-c2ccccc2)c1)c1cc(F)ccc1O
 : -9, -11, 10, 1, -6, 1.2, -5, 1, -0.3, 2
[42] COc1ccccc1CNC(=O)c1cn(C)c(=O)c2cc(OC)c(OC)cc12
 : 5, -20, 4, -4, -1, -1.2, -3, -2, -2.2, 1
[43] CC(=O)C(Cc1ccccc1)NC(=O)CN1CCN(Cc2ccccc2)CC1 (centres undefined)
 : 30, -6, -3, -3, ., -1.5, 1, 0, 0.3, -2

7 entries already listed, sorted by length of the SMILES, rising:
The line under a structure holds: SR-BI DiI-HDL act, Cardiac RTF inh, PKA-R2B act, Rtt109 HAT inh, CAL PDZ FP-1, C-LANA FP, DAGLB inhibitor, RTF Ca sens act, CAL PDZ FP-2, Keap1 Nrf2 FP
[41] O=C(c1cnn(-c2ccccc2)c1)c1cc(F)ccc1O
 : -9, -11, 10, 1, -6, 1.2, -5, 1, -0.3, 2
[32] COCCn1c(C23CC4CC(CC(C4)C2)C3)n[nH]c1=S
 : 3, -7, -7, 3, -5, 6.2, 4, -3, -1.4, 4
[6] COc1ccc(CCNC(=O)CSc2nnnn2-c2ccccc2OC)cc1OC
 : -23, 1, -12, -4, ., -0.8, 0, 6, -0.3, -1
[13] CC1=C(C#N)C(Nc2ccc(Cl)cn2)(C(F)(F)F)C(=O)N1 (centres undefined)
 : -1, -5, -5, 8, -2, 1.0, -1, 0, 23, -2
[18] O=C(Nc1ccc(Oc2cccnc2)cc1)C1CCN(Cc2ccc(F)cc2)CC1
 : -3, -1, -1, 6, -3, -0.9, -8, -1, -2.8, -6
[25] O=C(c1ccccn1)N(c1ccccc1)C1(C(=O)NC2CCCCC2)CCCCC1
 : 30, -9, -20, -5, 5, -0.7, -2, -3, 0.4, -4
[22] CC1(C)CC(NC(=O)COc2ccc3c4c(c(=O)oc3c2)CCCC4)CC(C)(C)N1
 : 10, -3, 0, 10, -5, -1.3, 3, -2, -3.0, -3

Bioassay records deposited in PubChem by several laboratories.
